# Assay outcomes from PubChem.
# aDG glyco up: activators of alpha-DG glycosylation, primary screen, uHTS, Pro5-aDG cells, AlphaScreen; alpha-DG glycosylation AlphaScreen (IIH6); 0% Pro5, 100% B10-LARGE cell signal; activation, % at 10 µM; hit rate 0.22% among 360,000;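 active = activation of at least 8% versus controls, or a plate z-score of at least 8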;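 note: Pro5 are CHO cells carrying HIG-tagged alpha-DG that lacks glycosylation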
# MC4R barr agon: MC4R agonists recruiting beta-arrestin, primary screen, cell-based, luminescence, agonist arm of biased-ligand search; U2OS MC4R beta-arrestin complementation; percent of melanotan II response, DMSO zero; activation, % at 8.9 µM; hit rate 0.98% among 360,000;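 active = activation above a per-plate cutoff, the mean activation of sample wells on that plate plus 3 SD, cut at about 8% in these data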
# Target sequence (P32245 whole entry, looked up): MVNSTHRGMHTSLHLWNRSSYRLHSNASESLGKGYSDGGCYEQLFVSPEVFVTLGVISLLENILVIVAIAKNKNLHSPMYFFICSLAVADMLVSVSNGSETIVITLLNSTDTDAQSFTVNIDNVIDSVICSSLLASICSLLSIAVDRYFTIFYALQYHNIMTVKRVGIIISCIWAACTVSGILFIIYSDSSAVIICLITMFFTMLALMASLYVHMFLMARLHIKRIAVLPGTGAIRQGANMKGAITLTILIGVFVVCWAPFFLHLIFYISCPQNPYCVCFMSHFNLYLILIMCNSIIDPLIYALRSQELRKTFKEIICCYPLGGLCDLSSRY
# TLR9-MyD88 block: inhibitors of TLR9-MyD88 association in cells, primary screen, cell-based, CHO, BLA complementation, fluorescence; hit rate 0.21% among 340,000; Toll-like receptor 9 (Homo sapiens) + Myeloid differentiation primary response protein …; AID 504734, 2011; inhibition, % at 4.98 µM; CCF4 FRET ratio;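 active = inhibition above the mean over all tested compounds plus 3 SD, cut at about 21% in these data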;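 note: 0% = DMSO only wells and 100% = clavulanate BLA inhibitor control wells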
# ABHD5-PLIN5 inh: ABHD5-PLIN5 interaction inhibitors, primary screen, cell lysate, split luciferase complementation, luminescence; inhibition, % at 4 µM; hit rate 0.78% among 360,000; Perilipin-5 (Homo sapiens) + 1-acylglycerol-3-phosphate O-acyltransferase ABHD5 (Homo …; Split G. princeps luciferase complementation, 4 h;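 active = inhibition above the mean inhibition across every tested compound plus 3 SD, cut at about 22% in these data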;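 note: 0% = DMSO only wells and the 100% control is not disclosed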
# NOD2-RIPK2 inh: NOD2-RIPK2 binding disruptors in cells, primary screen, fluorescence, CHO cells, BLA complementation; CCF4 ratio; inhibition, % at 4.98 µM; hit rate 0.38% among 360,000; in the data active = inhibition above about 21%;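 note: 0% = vehicle only and 100% = reference blocker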
# Target sequence (O43353 whole entry, looked up): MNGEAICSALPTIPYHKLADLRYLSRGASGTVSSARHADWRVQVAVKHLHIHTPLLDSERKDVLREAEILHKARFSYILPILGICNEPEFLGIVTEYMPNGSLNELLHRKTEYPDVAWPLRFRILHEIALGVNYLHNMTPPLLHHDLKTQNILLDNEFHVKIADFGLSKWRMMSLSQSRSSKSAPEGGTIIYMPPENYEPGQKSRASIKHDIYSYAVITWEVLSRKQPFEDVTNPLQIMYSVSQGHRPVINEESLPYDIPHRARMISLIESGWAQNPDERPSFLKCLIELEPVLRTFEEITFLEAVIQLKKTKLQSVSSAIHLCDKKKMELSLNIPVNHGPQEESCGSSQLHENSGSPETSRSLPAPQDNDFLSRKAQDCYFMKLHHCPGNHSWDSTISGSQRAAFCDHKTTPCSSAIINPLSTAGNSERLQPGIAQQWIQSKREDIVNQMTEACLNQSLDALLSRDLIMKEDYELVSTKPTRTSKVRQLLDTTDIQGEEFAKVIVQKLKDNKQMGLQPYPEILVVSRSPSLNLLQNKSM
# ABCB6 inh 2: ABCB6 transporter inhibitors, primary screen, K562-ABCB6 cells, flow cytometry, MLPCN library. hit rate 0.19% among 360,000. ATP-binding cassette sub-family B member 6 (Homo sapiens), Q9NP58. AID 602162, 2011. K562-ABCB6 porphyrin accumulation, 1 h; active compounds read low. fluorescence ratio to DMSO, % at 10 µM;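 active = fluorescence ratio to DMSO below 75%, the collection mean minus 3 SD; inconclusive = too few cells collected in the well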;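 note: signal is porphyrin accumulated inside mitochondria; 100% equals median channel fluorescence of DMSO control wells; lower ratio means ABCB6 inhibition with less porphyrin fluorescence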
# Vif inh: HIV Vif self-association inhibitors, primary screen, imaging, HEK293T, single point. hit rate 0.35% among 340,000. inhibition, % at 7.49 µM. HEK293T cells, Vif self-association by quenched fluorescence, 24 h. AID 602346, 2012; in the data active = inhibition above about 50%, passing the limit was not always enough; inconclusive = no clear call, values can overlap the other calls; inactive = below about 31%; note: some results filed as inactive read as strong as hits
# Granule exo inh: LAMP-1 surface exposure blockers, TALL-104 cells – cell-based, flow cytometry, MLPCN library, primary screen | TALL-104 LAMP-1 surface exposure; cells stimulated with thapsigargin and PMA | hit rate 0.66% among 360,000 | inhibition, % at 10 µM;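 active = inhibition above about 55%, limit read from the data; inconclusive = no clear call, values can overlap the other calls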
# N-glyco inh: increase of ERlucT glycosylation luciferase signal, primary screen, N-linked glycosylation inhibitor project, D54 ERlucT cells, luminescence, set 2. AID 588692, 2011. hit rate 0.23% among 360,000. reporter increase, % at 12.5 µM. D54 ERlucT glycosylation luciferase reporter, 24 h; percent of 100 nM tunicamycin response;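 active = mean luciferase reporter signal, scaled so untreated is 0 and the glycosylation-blocking control 100, at or above a set limit in every replicate; inconclusive = mean reaches the limit but not every replicate does; inactive = mean below the limit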;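 note: luciferase carries N-glycosylation sites so blocking glycosylation raises the light; 0% = median of neutral control wells and 100% = median of 100 nM tunicamycin wells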
# MC4R antag cAMP: MC4R antagonists of cAMP signaling, primary screen, cell-based, TR-FRET, antagonist arm of biased-ligand search; inhibition, % at 6.5 µM; hit rate 0.48% among 360,000; Melanocortin receptor 4 (Homo sapiens), P32245; MC4R-expressing cells, MTII-stimulated cAMP, LANCE TR-FRET;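 active = inhibition above its plate's cutoff, the mean of tested wells on that plate plus 3 SD, cut at about 29% in these data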;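 note: 0% = Melanotan II alone and 100% = Melanotan II plus saturating MCL0020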
#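 System: U2OS-MC4R stable cell line; Technique: Eu-cAMP/anti-cAMP TR-FRET, emission 671 nm; Repeats: single well per compound; Also added: Melanotan II; Dosing: one concentration, 6.5 µM nominal; Schedule: 30-min compound, 1-h challenge, 1-h detection, room temperature.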
# An asterisk follows results filed as active; u = inconclusive; x = no result given. The list is partial (hit frequency here may not be typical).
SMILES,aDG glyco up,MC4R barr agon,TLR9-MyD88 block,ABHD5-PLIN5 inh,NOD2-RIPK2 inh,ABCB6 inh 2,Vif inh,Granule exo inh,N-glyco inh,MC4R antag cAMP
CCOc1ccc2nc(NC3=NC(c4ccc(OC)cc4)CC(=O)N3)nc(C)c2c1 (configuration not stated),-0.4,4.7,-10,1,1,93,13,15,-11,-10
CCCCCN=C(C)c1c(O)c2ccccc2oc1=O,0.1,-0.5,-1,2,-4,97,1,-2,2,3
Cc1ccnc(NC(=O)CNC(=O)c2ccc(Br)o2)c1,-0.1,1.0,-9,-1,0,94,35,-6,-1,1
CNc1c([N+](=O)[O-])cnn1-c1ccc(C)cc1,0.0,-3.0,1,-4,5,97,0,-2,-1,0
Cn1c(=O)c2c(O)c(Cc3ccccc3)c(=O)n(C)c2n(C)c1=O,-0.2,-0.6,-11,-4,-2,108,9,-8,-1,5
COc1ccc(OC)c(NC(=O)Nc2nc(CN)cs2)c1,0.0,-1.6,x,-4,-7,105,-2,-2,1,8
COc1ccccc1NC(=O)Cc1noc(CSc2nnc(N)s2)n1,-0.1,0.7,3,0,-5,100,2,1,1,1
CCOc1ccc(C2NC(=O)Cc3cc(OC)c(OC)cc32)cc1 (configuration not stated),0.0,0.3,-4,0,-4,100,-1,2,-1,7
O=C(CSc1n[nH]c(-c2ccccc2)n1)NCc1cccc(C(=O)O)c1,0.2,0.1,3,6,-9,116,4,0,4,-2
Cc1ccc(NS(=O)(=O)c2cccc(C(=O)NC3CC3)c2)c(C)c1,-0.1,-0.9,1,17,-3,101,10,-4,1,8
Cc1cccc(Nc2nc(OCC#N)nc(N(C)C)n2)c1,0.1,0.6,3,6,6,98,0,-4,1,15
COc1ccc(CNc2ccc3c(c2)CCC3)cc1Br,0.2,-0.7,-9,-8,-7,112,-3,7,-5,8
FC(F)(F)c1cccc(NC(=S)N2CCN(c3cccc(C(F)(F)F)c3)CC2)c1,-0.1,9.2*,-10,-11,13,99,10,-2,1,2
Cc1csc(Nc2ccc(Cl)cc2)n1,-0.2,-2.0,-11,-2,2,96,-3,-4,0,0
COc1ccc(NC(=O)CN(c2ccc(Cl)cc2)S(C)(=O)=O)cc1OC,-0.1,-0.8,-11,-2,-5,108,2,-4,-1,5
CCCOC(=O)c1ccc(NC(=O)COC(=O)C2CCN(c3ccc(C(F)(F)F)cn3)CC2)cc1,0.0,2.5,0,-16,-3,91,u,0,-4,6
Cc1ccc(C(=O)NNc2ncnc3ccccc23)cc1,-0.2,-1.9,-1,-2,-2,97,17,2,-3,-4
CSCC[C@H](NC(=O)Nc1ccc(C)cc1)C(=O)O,-0.2,-1.0,6,1,17,100,-1,8,1,3
Cc1ccc(C(=O)N2CCN(S(=O)(=O)N3CCCCC3)CC2)cc1,-0.4,-1.1,-5,0,2,100,-1,-2,-2,-4
Cc1ccc(S(=O)(=O)NCCCC(=O)O)cc1,-0.1,-3.4,3,-1,-4,101,3,0,3,5
CCOc1ccc(NC(=S)NC(=O)/C=C/c2ccc(OC)c(OC)c2)c([N+](=O)[O-])c1,-0.3,17*,0,3,-1,98,u,-1,0,-2
O=C(CN1CCN(c2ccccc2F)CC1)c1ccc2c(c1)OCO2,0.4,-0.8,1,2,0,106,4,-1,1,8
Cc1cccc(NC(=O)c2cccc(S(=O)(=O)N3CCc4ccccc4C3)c2)n1,0.2,-1.8,-5,-3,-7,96,5,12,1,-3
CC(=O)c1ccc(OCCCC(=O)NCCc2ccc(C(F)(F)F)cc2)cc1,0.2,-0.9,-1,-3,3,96,1,10,0,1
COCCCN1C(=O)C(CC(=O)NCc2cccc3ccccc23)CC(C(=O)N2CCCCCC2)=C1C (configuration not stated),-0.2,x,x,6,-11,96,x,-9,x,x
COc1ccc(S(=O)(=O)NCCC(=O)NC2CCCCCCC2)cc1,-0.2,-0.9,-1,-6,8,103,3,0,-3,2
CCC(=O)NCc1ccc2[nH]c(C)cc2c1,0.6,-2.7,4,-1,3,98,-2,-6,1,13
COCCCNc1oc(-c2cccs2)nc1S(=O)(=O)c1ccc(C)cc1,-0.1,-0.4,5,-1,-2,99,-1,-1,-2,13
CCN(CC)S(=O)(=O)c1ccc(N=NC2=C(O)CC(C)(C)CC2=O)cc1,0.2,2.0,-94,2,-3,105,-2,4,2,3
Cc1nnc(SC(C)C(=O)NC2CCCCC2)[nH]c1=O (configuration not stated),0.0,-2.2,-10,10,-4,98,30,3,1,3
COC(=O)c1ccc(N=CC2=C(O)CC(c3ccccc3)CC2=O)cc1 (configuration not stated),-0.1,0.2,x,5,-8,126,-3,2,1,-3
O=C(O)c1cc(S(=O)(=O)N(Cc2ccccc2)c2ccc(Cl)cc2)ccc1Cl,0.0,-0.8,-18,-10,0,107,9,2,-1,-7
O=c1c(Cl)c(N2CCN(S(=O)(=O)c3ccccc3)CC2)cnn1-c1ccccc1,0.1,-2.3,-3,2,1,100,-12,0,0,14
COc1ccc(-n2c(-c3ccc(Br)cc3)c[n+]3c2CCC3)cc1,-0.3,0.5,6,5,-1,99,-19,2,0,15
CCN(CC)C(=O)CSc1nc2sc(C)c(C)c2c(=O)[nH]1,0.3,0.8,-4,-1,-8,116,12,-5,2,10
CN(C)CCCn1c(N)c(C#N)c2nc(C#N)c(C#N)nc21,0.0,-1.1,-4,3,1,103,53*,-4,-5,4
O=C(NCc1cccc(Cl)c1)C1Cc2c(-c3ccccc3)ccnc2O1 (configuration not stated),0.7,1.3,x,-9,1,96,0,2,-1,-7
COc1ccc(C(CC(=O)Nc2ccccn2)N2Cc3ccccc3C2=O)cc1 (configuration not stated),0.0,1.2,-3,1,-6,93,-9,-9,2,10
CCC1(c2ccc(F)cc2)NC(=O)N(CC(=O)N2CCN(C(=O)c3ccco3)CC2)C1=O (configuration not stated),-0.1,-1.9,0,13,5,97,10,-37,0,15
ON1C2CCCCC2N(O)C1c1ccccc1C(F)(F)F (configuration not stated),-0.1,-0.5,9,0,-6,107,0,0,3,10
Cn1c(-c2cnn(-c3ccccc3)c2-n2cccc2)n[nH]c1=S,0.6,-4.4,3,-8,-9,93,-5,-4,1,6
O=[N+]([O-])c1ccc(/C=N/n2cn[nH]c2=S)cc1,0.2,-2.0,-8,1,-5,98,1,-3,2,17
N#CN/C(=N\S(=O)(=O)c1ccccc1)c1ccccc1,-0.1,-0.2,7,11,6,95,6,9,0,-3
CCc1ccc(CNC(=O)C2CCCN(c3nn4c(=O)cc(C)nc4s3)C2)cc1 (configuration not stated),0.1,0.1,-1,-5,-1,98,-8,3,1,3
Cc1nnc(NC(=O)CSc2nccn2Cc2ccccc2)s1,-0.3,-1.1,-11,3,1,103,4,-3,0,4
CCOC(=O)c1ccc(NC(=O)c2nc[nH]c2C(=O)N(CC)CC)cc1,0.0,-0.4,1,2,-11,94,-1,-5,4,2
COc1ccc(C(=O)NC2CC3CCCC(C2)N3Cc2ccccc2)cc1OC (configuration not stated),-0.1,-0.9,-9,3,9,101,52*,3,1,-4
O=C(NCC1CCCO1)C1CCC(=O)N1Cc1ccccc1Cl (configuration not stated),0.1,0.3,2,0,6,97,14,-1,1,1
CC(C)Nc1ccc(C(CC(N)=O)NC(=O)c2ccccc2)cc1[N+](=O)[O-] (configuration not stated),-0.3,-0.2,-1,2,-12,99,6,5,-1,1
Cc1cc(=O)c2ccc(Cl)cc2[nH]1,0.0,-0.5,-5,-3,2,95,x,1,1,13
Cc1noc(C)c1COc1ccccc1C(=O)N1CCN(S(=O)(=O)c2ccccc2C(F)(F)F)CC1,0.2,-3.5,8,-4,2,98,-9,-3,-5,10
CCCC/S(CC1CC1(Cl)Cl)=N\S(=O)(=O)c1ccc(C)cc1 (configuration not stated),-0.1,-1.4,-7,3,-5,102,-8,2,5,3
O=C(Cc1ccc(Br)cc1)N1CCOCC1,-0.1,-0.8,3,0,5,96,16,0,1,5
CCOC(=O)[C@]12CCCC=C1N(CCC1=CCCCC1)C(=O)[C@H](CC(=O)N1CCCCC1)C2,0.0,x,x,0,0,x,x,-15,x,x
CN(CC(=O)NCCc1ccc(S(N)(=O)=O)cc1)CC(=O)Nc1ccc(Cl)cc1,-0.2,-1.7,0,4,-6,92,2,1,1,3
CC(=O)c1sc(Nc2cccc3ccccc23)nc1C,0.2,-1.6,2,1,1,96,-5,0,19,-3
COc1ccc(C(=O)CCC(=O)NCCc2c[nH]c3ccccc23)cc1OC,-0.2,-1.0,0,1,3,100,9,-1,2,4
CC(C)C[C@H]1CNC(=S)N1C[C@H]1CCCN1C[C@H](Cc1ccc(O)cc1)N1C[C@H](Cc2ccccc2)N(CCc2ccccc2)C1=S,0.4,x,x,21,-11,101,31,21,-5,x
Cc1noc(C)c1C(=O)Nc1cccc(S(=O)(=O)N2CCCCC2)c1,-0.2,-1.4,11,1,-18,99,-16,-1,1,0
CC(C)Nc1nnc(SC(C)C(=O)NCc2ccc3c(c2)OCO3)s1 (configuration not stated),-0.2,-2.1,-14,4,1,94,1,-4,0,11

# Part of the list above, with values under each structure.
# Second line of a record: aDG glyco up	MC4R barr agon	TLR9-MyD88 block	ABHD5-PLIN5 inh	NOD2-RIPK2 inh	ABCB6 inh 2	Vif inh	Granule exo inh	N-glyco inh	MC4R antag cAMP
Cc1noc(C)c1C(=O)Nc1cccc(S(=O)(=O)N2CCCCC2)c1
→ -0.2	-1.4	11	1	-18	99	-16	-1	1	0
COc1ccc(C(=O)CCC(=O)NCCc2c[nH]c3ccccc23)cc1OC
→ -0.2	-1.0	0	1	3	100	9	-1	2	4

# Continuation.
SMILES,aDG glyco up,MC4R barr agon,TLR9-MyD88 block,ABHD5-PLIN5 inh,NOD2-RIPK2 inh,ABCB6 inh 2,Vif inh,Granule exo inh,N-glyco inh,MC4R antag cAMP
O=C(/C=C/c1cc(Br)ccc1F)OCC(=O)N1CCOCC1,0.4,-1.9,-2,11,-11,97,7,7,-1,-6
CCCCC(=O)N1CC(=O)Nc2ccc(F)cc2C1c1ccc(F)cc1 (configuration not stated),0.2,0.0,7,-2,3,99,-1,2,-1,0
Cc1ccc(NC(=O)C2CCCN(S(=O)(=O)c3cnc[nH]3)C2)cc1F (configuration not stated),-0.2,1.0,-5,7,-1,99,8,2,3,7
COc1ccc(C(=O)Nc2cccc(C(C)=O)c2)cc1S(=O)(=O)N1CCOCC1,-0.3,1.7,-8,4,-9,106,-1,-2,-1,1
OCCCc1nc2n(n1)C(c1ccccc1Cl)C=C(c1cccs1)N2 (configuration not stated),0.0,0.5,51*,9,72*,120,x,2,3,6
